Screening data deposited in PubChem BioAssay by several laboratories.
Yp Topo-I inh: inhibitors of Yersinia pestis topoisomerase I; Y. pestis Topo-I cleavage product accumulation, plate reader; activity, % at 10 µM; actives 0.064% (n = 360,000); AID 504884; in the data active = activity above about 50%, passing the limit was not always enough; inconclusive = no clear call, values can overlap the other calls; also: inactives centre near 2
MazEF act: increases E. coli MazEF RNase cleavage of RNA; P0AE70; AID 504720; FAM/BHQ RNA-DNA oligo cleavage fluorescence, 5 h; activation, % at 20 µM; actives 0.32% (n = 350,000); in the data active = activation above about 50%
Target sequence (P0AE70 whole entry, looked up): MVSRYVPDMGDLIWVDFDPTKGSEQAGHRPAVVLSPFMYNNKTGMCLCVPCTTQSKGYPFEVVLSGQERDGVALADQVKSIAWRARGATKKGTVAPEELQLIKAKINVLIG
Rv3671c inh: inhibitors of M. tuberculosis serine protease Rv3671c; actives 0.048% (n = 320,000); inhibition, % at 5.96 µM; P9WHR9; in the data active = inhibition above about 38%;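 also: extracellular domain of Rv3671c used as enzyme; 0% = enzyme with DMSO and 100% = no enzyme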
Target sequence (P9WHR9 whole entry, looked up, the tested form may be a part): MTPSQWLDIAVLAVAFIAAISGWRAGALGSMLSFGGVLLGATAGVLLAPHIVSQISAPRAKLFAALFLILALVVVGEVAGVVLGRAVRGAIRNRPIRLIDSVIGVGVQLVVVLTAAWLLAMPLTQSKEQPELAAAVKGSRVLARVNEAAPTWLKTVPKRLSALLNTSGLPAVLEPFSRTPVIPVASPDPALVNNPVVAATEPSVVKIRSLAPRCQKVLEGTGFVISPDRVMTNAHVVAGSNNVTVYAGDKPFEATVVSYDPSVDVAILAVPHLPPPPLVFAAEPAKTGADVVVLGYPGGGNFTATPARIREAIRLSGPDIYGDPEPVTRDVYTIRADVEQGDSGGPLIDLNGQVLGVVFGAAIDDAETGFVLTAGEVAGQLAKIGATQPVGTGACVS
SARS 3CLpro inh: SARS-CoV 3CLpro protease inhibition; P0C6X7; recombinant SARS-CoV 3CLpro, quenched FRET peptide cleavage; inhibition, % at 6 µM; actives 0.14% (n = 290,000); AID 1706; in the data active = inhibition above about 12%
VHR inh abs: DUSP3 (human) phosphatase inhibition | P51452 | recombinant VHR phosphatase, pNPP absorbance | inhibition, % at 13.3 µM | actives 0.52% (n = 290,000); in the data active = inhibition above about 50%; also: some compounds called inactive have numbers as strong as hits
Target sequence (P51452 whole entry, looked up): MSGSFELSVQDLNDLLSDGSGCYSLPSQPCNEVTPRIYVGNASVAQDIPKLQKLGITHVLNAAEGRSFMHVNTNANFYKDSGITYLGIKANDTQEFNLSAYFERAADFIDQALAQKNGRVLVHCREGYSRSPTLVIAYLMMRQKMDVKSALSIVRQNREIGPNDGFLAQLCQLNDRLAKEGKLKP
TcdB inh: inhibitors of Clostridioides difficile toxin B glycohydrolase; P18177; TcdB glycohydrolase enzymatic assay, plate reader; inhibition, % at 9.99 µM; actives 0.24% (n = 350,000); in the data active = inhibition above about 10%
PfHsp40 yeast: compounds rescuing yeast from Plasmodium falciparum HSP40 toxicity; S. cerevisiae expressing PfHsp40, growth rescue, ATP luminescence; actives 0.68% (n = 340,000); growth rescue, % at 12.5 µM; AID 504582; in the data active = growth rescue above about 28%, passing the limit was not always enough; inconclusive = no clear call, values can overlap the other calls;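 also: yeast W303a lacking pdr1 and pdr3 grown in galactose medium; growth measured after three days at 30 °C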
BH1578 lux ind: induces V. cholerae light production without autoinducers | V. cholerae BH1578 lux reporter, luminescence, 6 h | activation, % at 18.7 µM | actives 0.16% (n = 350,000) | AID 588436; in the data active = activation mostly above about 9.7%, no sharp cut-off; inconclusive = no clear call, values can overlap the other calls; inactive = mostly below about 3.7%; also: not every result past the cut was called active; inactives centre near 0; reference of the scale not given here
Anthrax LF inh2: inhibitors of Bacillus anthracis lethal factor protease | multiplex microsphere protease cleavage assay, LF | actives 0.12% (n = 360,000) | inhibition, % at 10 µM | P15917; in the data active = inhibition above about 30%; inconclusive = no clear call, values can overlap the other calls; also: plate controls were buffer without enzyme for full effect and enzyme alone for no effect
PriA SSB inh: K. pneumoniae PriA-SSBct interaction inhibition. AID 1272365. inhibition, % at 33 µM. AlphaScreen SSBct-PriA binding, biotinylated peptide. actives 0.6% (n = 430,000); in the data active = inhibition mostly above about 37%, no sharp cut-off; inactive = mostly below about 20%;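 also: plate controls were negative control peptide for no effect and reference peptide for full effect; strong numbers were not always called active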
* = called active by the depositor; i = inactive; u = inconclusive; x = not tested or not shown; & = joins results of further samples. This is a subset; count on the stated rates, not on these rows.

SMILES	Yp Topo-I inh	MazEF act	Rv3671c inh	SARS 3CLpro inh	VHR inh abs	TcdB inh	PfHsp40 yeast	BH1578 lux ind	Anthrax LF inh2	PriA SSB inh
FC(F)Sc1ccc(NC(=S)NC2CCCC2)cc1	-11	13	-1	7	12	0.5	-0.4	2.9	-3	-7
COc1ccc(NC(=S)N(CCc2ccncc2)C(C)C)cc1Cl	1	1	x	x	x	1.3	x	-0.3	-2	x
COc1ccc(Nc2nc(N)nc(CN(C)C3CCCCC3)n2)cc1	0	9	-4	-2	42	x	-0.3	-0.3	-3	29
CCCC(C(=O)OCC)P(=O)(c1ccccc1)c1ccccc1 (stereo unspecified)	-5	-1	4	0	-17	1.0	0.3	-0.7	-3	-3
CCn1nc(C)c(CNC(=O)c2cc(COc3ccc(F)cc3Cl)on2)c1C	-1	2	6	-1	17	1.4	0.5	-3.7	-6	3
Cn1cnc(S(=O)(=O)Nc2cc(C(F)(F)F)ccc2N2CCOCC2)c1	6	7	2	-3	23	0.5	0.7	-0.4	-2	-3
CCn1cc([N+](=O)[O-])c(C(=O)N2CCCC2)n1	-5	3	x	3	9	x	0.9	-1.0	-4	-4
CN(Cc1cnn(C)c1)Cc1nc(Cc2ccccc2Cl)no1	-10	11	-1	3	30	-0.2	-0.1	-0.3	-2	-2
COc1ccccc1NCCC(=O)OCC(=O)Nc1ccc(Cl)cn1	-7	-6	-5	1	4	x	0.2	i	-3	10
O=C(CC1CC1)Nc1ccc2c(c1)[C@H]1C[C@H](CC(=O)N3CCc4ccccc4C3)O[C@@H](CO)[C@H]1O2	15	2	x	x	x	0.1&0.6	x	-0.2	-2	x
CN1CCN(NS(=O)(=O)c2cccs2)CC1	-2	1	4	2	-4	x	-0.9	-0.7	0	-9
COC(=O)c1c(C)[nH]c(C(=O)/C=C/c2ccccc2F)c1C	3	-5	0	2	8	1.1	10	-0.6	-24	-1
CNC(=O)N(O)C1N(NC(=O)Nc2cccc3ccccc23)C(=S)SC1(C)C (stereo unspecified)	-2	13	-17	4	-18	1.2	0.8	-0.3	-1	-1
C/C(CC(=O)Nc1ccccc1)=N\NC(=O)COc1ccc(C)cc1Br	1	8	-2	5	5	2.8	-0.4	-1.3	4	x
O=[N+]([O-])c1ccc(-c2cnc3ccccc3n2)cc1	-7	-18	1	-8	1	1.5	-0.8	0.4	1	-4
CCOc1ccc(C2C(C#N)=C(N)Oc3cc(C)oc(=O)c32)cc1 (stereo unspecified)	-3	0	1	2	9	-0.4	1.1	-0.1	0	7
CCc1ccc(NC(=O)Nc2cc(C(=O)O)ccc2N2CC3CC(C2)c2cccc(=O)n2C3)cc1 (stereo unspecified)	3	2	0	-4	-20	1.4	-0.1	-0.7	-1	-10
N#Cc1ccc(Oc2ccc(S(=O)(=O)N3CCOCC3)cn2)cc1	0	-1	-6	x	x	0.6	0.3	-0.3	x	-7
COC(=O)c1cn(NC(=O)c2cccc(OC)c2)c(=O)c2ccccc12	-4	3	1	-2	34	x	-0.5	-0.6	-2	-14
Cc1ccc(S(=O)(=O)N2CCN(C(=O)Cn3nc(C)c([N+](=O)[O-])c3C)CC2)c(C)c1	12	1	-11	-4	16	-0.9	0.4	0.5	-2	3
CCN1CCN(C(=O)COc2ccc3c(c2)C(=O)CC2(CCN(C(C)=O)CC2)O3)CC1	-7	-7	7	2	-9	x	0.6	0.3	-4	-9
COc1ccc(OC)c(-c2csc(NC(=O)C3c4ccccc4Oc4ccccc43)n2)c1	-2	-5	-109	4	7	x	-0.6	-0.2	1	10
O=C(COC(=O)COc1ccc(Cl)cc1)Nc1ncc(Br)s1	-10	4	x	x	x	1.3	2.0	i	1	1
c1cnc2ncc3sccc3c2c1	-2	0	7	5	-11	1.2	-0.1	-0.1	0	-11
COc1cc(-c2[nH]ncc2CN(C)Cc2cc(C)[nH]n2)cc(OC)c1OC	-1	-6	-1	-2	-5	1.0	-0.3	-0.2	-1	-4
CC1CCCC(C)N1/N=C/c1ccccc1F (stereo unspecified)	1	-6	-8	-1	1	0.2	-1.8	i	-6	x
CC(C)CN1CCN(CC#Cc2ccccc2)CC1CCO (stereo unspecified)	-8	4	-4	-1	10	10*	0.3	i	2	-10
OC(c1ccc(F)c(F)c1)c1nc(-c2ccc3c(c2)OCO3)cs1 (stereo unspecified)	4	x	x	x	x	-0.2	x	i	-6	x
COc1ccc(Nc2cc(C)nc(NCc3ccccc3)n2)cc1	-3	26	-4	-2	20	3.9	-1.3	-0.8	x	19
CCc1ccc(N2CC(C(=O)Nc3cc(C)ccc3F)CC2=O)cc1 (stereo unspecified)	3	0	0	6	10	x	15	i	-1	2
Cc1c(NC(=O)C(C)Sc2nc3ccccc3c(=O)n2CCO)c(=O)n(-c2ccccc2)n1C (stereo unspecified)	3	12	-5	-1	12	x	-0.1	i	-1	-26
Cc1ccc(S(=O)(=O)N2CCN(S(=O)(=O)c3ccccc3Br)C2=O)cc1	-6	1	x	x	x	0.9	2.5	-1.6	2	-8
O=C(O)c1ccc2c(c1)OCCO2	-2	0	-8	-2	40	x	-1.2	i	-2	-5&-2&-6
CCSc1ncc(Cl)c(C(=O)Nc2sc3c(c2C(=O)NCc2cccnc2)CCCC3)n1	0	112*	8	-1	20	x	0.0	1.1	-8	-20
CCSC1=N/C(=C/c2ccsc2)C(=O)N1c1ccccc1	19	-3	-2	-4	3	0.7	-1.6	-5.9	0	-79
COc1ccc(C(=O)OCCN2C(=O)c3ccccc3C2=O)cc1	0	4	-7	0	18	x	-0.2	-0.5	-4	-13
COc1ccc(CC(=O)Nc2nnc(CC(C)C)s2)cc1S(=O)(=O)N1CCOCC1	8	-1	x	x	x	2.0	-0.7	i	-2	3
O=C(Nc1ccc(F)cc1)C1CCN(c2nnnn2-c2ccccc2)CC1	2	-4	3	2	-2	x	0.6	i	2	-13
N#CC1=C(N)OC2=C(CC/C2=C\c2ccccc2Cl)C1c1ccccc1Cl (stereo unspecified)	-7	-59	-2	1	-5	0.2	2.5	-0.3	0	13
C=CCN(C(=O)Nc1ccc(F)cc1)C1CC(=O)N(c2ccc(OC)cc2)C1=O (stereo unspecified)	-5	6	-12	4	-19	x	0.2	-0.2	-6	-11
CCC(=O)N1c2ccccc2-c2nnc(SC)nc2OC1c1ccc(N(C)C)cc1 (stereo unspecified)	5	4	0	-2	-7	2.2	0.5	-0.4	-8	-2
COc1cccc(-c2ccc(=O)n(CC(=O)Nc3cc4c(cc3NC(C)=O)OCCO4)n2)c1	5	-6	5	2	3	0.4	1.3	3.0	1	-17
Cc1ccc(CNCC(O)(c2ccccc2)c2ccc(Cl)cc2)cc1 (stereo unspecified)	-8	-7	x	0	19	-1.1	1.6	i	-2	-41
CC(C)C(=O)N1CCN(c2ccc(NC(=O)c3cccs3)cc2Cl)CC1	4	0	3	2	30	-0.4	-1.1	-0.5	0	-7
C=CCNC(=O)c1ccc([N+](=O)[O-])c(Cl)c1	8	-3	8	5	-24	-0.4	-2.1	-0.4	0	-12
Cc1ccc(C)c(NC(=O)c2ccccc2NC(=O)C2CCCO2)c1 (stereo unspecified)	-4	5	8	0	26	1.7	1.5	-0.5	-2	-2
Cc1onc(C(=O)/C=C/N(C)C)c1C(=O)Nc1nccs1	-2	8	-9	3	11	x	1.2	-0.4	1	-17
Cc1cccc(CCN(CC(=O)NCc2ccc(F)cc2)C(=O)c2csnn2)c1	20	-27	-2	2	40	1.1	0.0	-0.5	0	-11
Cc1ccccc1NC(=O)N1CCC(NC(=O)C2CCCCC2)CC1	0	-2	1	-5	41	0.3	-0.5	-0.2	-3	-5
O=C(COC(=O)c1cc(S(=O)(=O)N2CCOCC2)c(Cl)cc1Cl)c1ccc[nH]1	15	-7	2	x	x	-1.2	1.5	-0.2	0	4

A few values from above:
For BH1578 lux ind, N#Cc1ccc(Oc2ccc(S(=O)(=O)N3CCOCC3)cn2)cc1 has the entry -0.3
For PfHsp40 yeast, COc1ccc(Nc2cc(C)nc(NCc3ccccc3)n2)cc1 has the entry -1.3

The listing continues:
SMILES	Yp Topo-I inh	MazEF act	Rv3671c inh	SARS 3CLpro inh	VHR inh abs	TcdB inh	PfHsp40 yeast	BH1578 lux ind	Anthrax LF inh2	PriA SSB inh
Cn1cc(Cl)c(-c2nc3ccccc3[nH]2)n1	-6	3	-5	1	-5	x	-0.2	i	u	-9
CCCn1c(SCC(=O)N2CCCC(C)C2)nnc1-c1ccccn1 (stereo unspecified)	7	-3	1	6	17	-2.2	-1.5	-0.3	-1	-19
CC(C)c1ccc(NC(=S)Nc2cccc3ccccc23)cc1	5	5	-12	10	14	1.8	2.9	i	2	28
COc1ccc(OC)c(/C=N/c2oc(-c3ccco3)c(-c3ccco3)c2C#N)c1	-18	10	3	0	-8	x	-0.3	-0.3	2	x
CCC(C)N1C(=O)/C(=C\c2ccc(N3CCCCCC3)cc2)C(=O)NC1=S (stereo unspecified)	2	38	-10	-1	2	x	0.8	3.3	20	-1
Fc1ccccc1NC(=S)Nc1ccc(CN2CCOCC2)cc1	6	-1	8	3	-11	0.4	-0.9	-0.4	-5	-1
Cc1ccc(OCC(=O)NNC(=O)C2CCN(c3nc(C)cc(C)n3)CC2)cc1	3	-45	7	5	14	0.2	-0.7	i	2	-3
COc1cccc(NC(=O)Nc2cc(NC(=O)Nc3cccc(OC)c3)c(C)nc2C)c1	1	6	-40	-1	11	x	-0.7	i	-2	-1
Cc1nc(CN(C)C(=O)CC2C(=O)NCCN2Cc2ccc(F)cc2)cs1 (stereo unspecified)	7	0	-1	-4	14	5.8	2.4	i	-1	-3
COc1cccc(C(=O)NCCS(=O)(=O)NCc2cccs2)c1	-7	3	0	x	x	1.5	0.4	-1.9	u	-23

Complete entries, quoted from the list. Order of values: Yp Topo-I inh, MazEF act, Rv3671c inh, SARS 3CLpro inh, VHR inh abs, TcdB inh, PfHsp40 yeast, BH1578 lux ind, Anthrax LF inh2, PriA SSB inh
COc1ccccc1NCCC(=O)OCC(=O)Nc1ccc(Cl)cn1 is listed with -7, -6, -5, 1, 4, x, 0.2, i, -3, 10
COc1ccc(Nc2nc(N)nc(CN(C)C3CCCCC3)n2)cc1 is listed with 0, 9, -4, -2, 42, x, -0.3, -0.3, -3, 29
Cc1cccc(CCN(CC(=O)NCc2ccc(F)cc2)C(=O)c2csnn2)c1 is listed with 20, -27, -2, 2, 40, 1.1, 0.0, -0.5, 0, -11
O=C(COC(=O)c1cc(S(=O)(=O)N2CCOCC2)c(Cl)cc1Cl)c1ccc[nH]1 is listed with 15, -7, 2, x, x, -1.2, 1.5, -0.2, 0, 4
O=C(CC1CC1)Nc1ccc2c(c1)[C@H]1C[C@H](CC(=O)N3CCc4ccccc4C3)O[C@@H](CO)[C@H]1O2 is listed with 15, 2, x, x, x, 0.1&0.6, x, -0.2, -2, x

Continued.
SMILES	Yp Topo-I inh	MazEF act	Rv3671c inh	SARS 3CLpro inh	VHR inh abs	TcdB inh	PfHsp40 yeast	BH1578 lux ind	Anthrax LF inh2	PriA SSB inh
CC(OC(=O)c1ccc2c(c1)OCCO2)C(=O)c1ccccc1 (stereo unspecified)	5	-1	7	x	x	1.3	1.0	-1.4	-2	-2
CC/C(C)=C1\SC(N2CCN(c3cccc(C(F)(F)F)c3)CC2)=NC1=O	15	11	-3	-9	27	x	0.1	x	-9	-14
CC(=O)c1ccc(N2C(=NC(=O)C(C)C)SC3CS(=O)(=O)CC32)cc1 (stereo unspecified)	-12	6	3	1	-13	x	0.5	-1.6	-2	-2
CN(Cc1ccccc1)Cc1c[nH]c2ccccc12	-1	-4	3	-2	-4	x	2.9	-1.3	1	-8
CCc1ccc(OCc2cccc(C(=O)N/N=C\c3cnn(C)c3C)c2)cc1	10	0	x	6	4	0.3	-1.6	0.4	x	x
O=C(CCc1ccccc1)Nc1ccccc1F	3	15	-1	1	24	x	-0.6	i	0	-7
Cc1ccccc1Nc1nnc(SCC(=O)c2cc3ccccc3o2)s1	-12	6	-74	-8	-2	x	0.6	-0.3	0	-5
